# Source: PubChem BioAssay
# Mtb RmlCD inh – blocks M. tuberculosis RmlC and RmlD coupled enzymes | 160,000 compounds, 0.03% hits | RmlC+RmlD coupled enzyme assay, percent inhibition; primary screen in compound mixtures | inhibition, % at 3.6 µM | AID 1533 | P9WH09+P9WH11; in the data active means inhibition mostly above about 34%, no sharp cut-off; further: some results filed as inactive read as strong as hits
# Target sequence (P9WH09 whole entry, looked up): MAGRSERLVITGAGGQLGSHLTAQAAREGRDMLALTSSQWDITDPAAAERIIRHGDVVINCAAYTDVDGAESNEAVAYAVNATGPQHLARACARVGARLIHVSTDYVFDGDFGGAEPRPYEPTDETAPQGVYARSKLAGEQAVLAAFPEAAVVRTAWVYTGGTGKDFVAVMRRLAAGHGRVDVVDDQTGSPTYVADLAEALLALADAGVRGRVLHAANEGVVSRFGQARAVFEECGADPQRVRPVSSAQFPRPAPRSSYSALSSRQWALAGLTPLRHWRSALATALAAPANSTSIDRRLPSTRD
# Target sequence (P9WH11 whole entry, looked up): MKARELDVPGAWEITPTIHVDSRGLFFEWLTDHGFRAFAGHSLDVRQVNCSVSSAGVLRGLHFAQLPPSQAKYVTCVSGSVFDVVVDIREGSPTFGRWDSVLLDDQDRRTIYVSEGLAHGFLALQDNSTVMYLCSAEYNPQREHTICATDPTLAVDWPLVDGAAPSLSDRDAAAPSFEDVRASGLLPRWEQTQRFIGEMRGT
# M. tuberculosis GlmU – inhibition of mycobacterial GlmU enzyme – biochemical, glucosamine-1-phosphate acetyltransferase (AID 1376) | inhibition, %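 (tested at 30 µM in the primary screen)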; hits with a dose series show IC50 in µM | 220,000 compounds, 0.25% hits | M. tuberculosis GlmU acetyltransferase enzyme assay; higher % means a stronger effect; in the data active means inhibition above about 13%;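 further: 0% = complete reaction with vehicle and 100% = reaction without substrate; strong numbers were not always called active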
# * marks the source's active call; other numbers are inactive results; nt = no result given; & = joins results of further samples.
SMILES,Mtb RmlCD inh,M. tuberculosis GlmU
c1ccc(COc2cccc(CN3CCN(c4ccccn4)CC3)c2)cc1,4,-0.5%
Cc1ccc(S(=O)(=O)N2Cc3ccccc3CC2C(=O)Nc2ccc3c(c2)OCO3)cc1 (stereo unspecified),nt,6.5%
CCOC(=O)c1c(C)nc(C)c(C(=O)OCC)c1-c1cccc(N)c1,1,-1.4%
Cc1occc1C(=O)Nc1ccc(OCc2ccccc2)cc1,-14,-4.5%
CCCCCCCCCn1c2c(c(=N)c3c1CCC3)CCC2,nt,-2.2%
S=C(NCCCN1CCOCC1)N1CCOCC1,4,-5.1%
CCCNC(=O)c1cccc(COCC(F)(F)C(F)F)c1,nt,-0.5%
CC1Oc2ccccc2N(CC(=O)N2CCCc3ccccc32)C1=O (stereo unspecified),nt,3.2%
COc1ccc2c(CC(=O)Nc3ccc(N4CCOCC4)cc3)coc2c1,29,3.3%
CS(=O)(=O)NCCCNc1ccc(Cl)cc1[N+](=O)[O-],-5,-0.9%
CCc1nnc(NC(=O)CSc2nnc(-c3ccc(OC)cc3)n2C)s1,-11,1.4%
O=C(NCCc1ccccc1F)C1CCCN1S(=O)(=O)c1ccccc1 (stereo unspecified),4,8.8%
CC(c1ccccc1F)n1cc(C(=O)NCCCc2nc3ccccc3[nH]2)nn1 (stereo unspecified),nt,0.0%
CCCCC1(C)OC(=O)C(=Cc2ccc(SC)cc2)C(=O)O1 (stereo unspecified),6,1.2%
CCCCN1CN(Cc2ccccc2)CNC1=S,5,0.8%
Cc1ccc(NC(=S)Nc2ccc(C(C)C)cc2)cc1S(=O)(=O)N1CCCCCC1,1,-5.9%
Cc1cc(C)n(-c2ccc(Cl)c(C(=O)OCC(=O)N3CCCCC3C)n2)n1 (stereo unspecified),nt,0.0%
COc1ccc(-c2cc(C(F)(F)F)c(C#N)c(SCC(=O)Nc3nc(C)co3)n2)cc1,7,-0.2%
Nc1c(C(=O)C2CC2)sc2nc3c(cc12)CCC3,-12,2.1%
O=C(CCS(=O)(=O)c1ccc(Cl)cc1)Oc1ccc2c(c1)OCO2,8,0.4%
O=C1NC(=O)N(Cc2cccs2)C(=O)/C1=C/c1ccc(N2CCOCC2)cc1,11,6.2%
O=C1OCCC1NC1=NCCC1 (stereo unspecified),7,-2.4%
Cc1nnc2ccc(-c3ccc(NC(=O)c4ccc(Cl)nc4)cc3)nn12,-13,4.9%
CCn1cc(CN2CCc3c([nH]c4ccccc34)C2c2cccc(O)c2)c(C)n1 (stereo unspecified),-19,-1.2%
Oc1ccc(Nc2nc(N3CCCC3)c3ccccc3n2)cc1,-6,-17%

# The results go on.
SMILES,Mtb RmlCD inh,M. tuberculosis GlmU
CC(C)OCC(O)CN (stereo unspecified),-10,4.2%
O=C(O)C1(P(=O)(c2ccccc2)c2ccccc2)CCCC1,11,-2.6%
COc1ccc(-c2cc(C(=O)OCC(=O)NC(C)C)c3ccccc3n2)cc1,22,-5.4%
CCOC(=O)/C(C#N)=C/NC(=O)NC(C)(C)C,14,-2.9%
CC1CCCCN1CC(=O)c1c(N)n(Cc2ccccc2)c(=O)n(C)c1=O (stereo unspecified),7,-3.5%
COc1ccc(/C=N/Nc2snc(SC)c2C#N)cc1OC,-8,-0.3%
O=C(Cn1nnc2c(cnn2-c2ccccc2)c1=O)N1CCN(c2ccccc2F)CC1,-4,0.2%
CCCCNC(=O)CC1N=C2c3ccccc3N=C(SCC(=O)Nc3ccc(OC)cc3)N2C1=O (stereo unspecified),nt,-3.8%
O=C(NCc1ccccc1)c1ccc2c(=O)[nH]c3c(C(=O)NCC4CCCO4)sc(=S)n3c2c1 (stereo unspecified),12,4.2%
COc1ccc(NC(=O)CN(Cc2ccccc2)Cc2ccccc2)cc1S(N)(=O)=O,nt,-3.0%
Cc1cc(C)c(S(=O)(=O)N2CCCCC2C(=O)O)c(C)c1 (stereo unspecified),0,0.2%
COCCn1c(SCc2c(F)cccc2Cl)nc2c1c(=O)[nH]c(=O)n2C,-6,-2.2%
CSc1sc(C(=O)NNC(=O)c2ccc(Cl)cc2)c2c1C=CCC2,-8,1.1%
COc1ccc(C(=O)/C=C/Nc2cc(C)on2)c(OC)c1,7,nt
COc1ccccc1/C=N\N=C(\N)c1ccccn1,-9,0.8%
CCCCCn1c(=O)c(C(=O)NCc2ccco2)c(O)c2ccccc21,5,-6.1%
CC(=O)NCCOc1nc(N(C)C)nc(N2CCOCC2)n1,nt,2.8%
CC(C)N1CCN(Cc2cc3c(cc2Cl)OCO3)CC1CCO (stereo unspecified),nt,-3.4%
Cn1nc(C(F)(F)F)c(/C=N/OC(=O)c2ccccc2)c1SCc1ccccc1Cl,nt,1.9%
CC(CC(=O)Nc1nc2ccccc2[nH]1)n1ccnc1 (stereo unspecified),8,7.7%
O=C(CCN1c2ccccc2Sc2ccccc21)OCC(=O)N1CCN(C(=O)c2ccco2)CC1,-3,5.6%
Cn1c(SCC(=O)N(Cc2ccccc2)C(C)(C)C)nc2ccccc21,nt,-0.1%
CC1=CC(C)(C)NC(=O)N1c1ccc(C)cc1,-2,-1.9%
O=C(Nc1ccc(C(=O)O)cc1)/C(=C/c1cccc(Br)c1)NC(=O)c1ccco1,10,-0.8%
CCn1c2c(c(C)cc1=O)C(=O)CC(C)(C)C2,0,-4.3%

# The closing 5 entries of the section before come first, to join the parts.
SMILES,Mtb RmlCD inh,M. tuberculosis GlmU
O=C(CCN1c2ccccc2Sc2ccccc21)OCC(=O)N1CCN(C(=O)c2ccco2)CC1,-3,5.6%
Cn1c(SCC(=O)N(Cc2ccccc2)C(C)(C)C)nc2ccccc21,nt,-0.1%
CC1=CC(C)(C)NC(=O)N1c1ccc(C)cc1,-2,-1.9%
O=C(Nc1ccc(C(=O)O)cc1)/C(=C/c1cccc(Br)c1)NC(=O)c1ccco1,10,-0.8%
CCn1c2c(c(C)cc1=O)C(=O)CC(C)(C)C2,0,-4.3%
CCc1cc2c(=O)[nH]c(Cc3ccc(OC)cc3)nc2s1,12,-4.9%
COC(=O)/C=C1/S/C(=N/NC(=O)c2ccccc2)NC1=O,nt,4.2%
O=C(CCC(=O)N(CC(=O)NC1CCCC1)Cc1ccc2c(c1)OCO2)Nc1nccs1,4,-0.9%
CN1CCN(C(=O)C2=C[C@H](c3csc4ccccc34)C[C@H](OCc3ccc(CO)cc3)O2)CC1,nt,-1.3%
c1ccc2sc(SCc3ccc(-c4nnco4)cc3)nc2c1,5,-2.5%
COc1cc(/C=N/NC(=O)c2ccc(O)cc2)ccc1OCC(=O)N1CC(C)OC(C)C1 (stereo unspecified),-13,4.6%
CCOc1ccc(NC(=O)NCC2CCN(c3ccc(OC)cc3)C2)cc1 (stereo unspecified),-14,1.6%
Cc1cc(C)cc(N2C(=O)CC(Sc3ncn[nH]3)C2=O)c1 (stereo unspecified),-3,2.2%
O=C1C(Nc2ccccc2)=C(NS(=O)(=O)c2ccccc2)C(=O)c2ccccc21,nt,-0.5%
CCCCNC(=S)Nc1ccc(SC(F)F)cc1,-10,7.7%
CC(C)CNC(=O)CCCc1c[nH]c2ccccc12,11,1.9%
Cc1ccc(SCc2cc(=O)[nH]c(Nc3nc(C)c4ccc(C)cc4n3)n2)cc1,nt,0.3%
COCCNC(=O)c1cn(C(C)c2ccccc2F)nn1 (stereo unspecified),nt,0.5%
CN(C)C(CNC(=O)CCCOc1ccccc1)c1ccco1 (stereo unspecified),10,5.7%
C/C(N)=C(/C#N)C(=O)COC(=O)c1ccccc1Cc1ccccc1,3,2.6%
CCOC(=O)N1CCN(C(=S)NC(=O)c2ccc(F)c(F)c2)CC1,-9,-3.4%
O=C(COc1ccc2c(c1)OCO2)Nc1ccccc1F,12,-8.7%
NC1=Nc2ccccc2Oc2ccccc21,-3,nt
CCOC(=O)c1nnn(-c2nonc2N)c1CSc1ccccn1,nt,7.6%
CC(C)CNC(=S)Nc1ccc(Oc2ccccc2)cc1,-3,-5.7%
CN(C(=O)COC(=O)c1cc([N+](=O)[O-])ccc1N1CCCC1)C1CCS(=O)(=O)C1 (stereo unspecified),-40,7.6%
CNC(=O)Nc1ccc(C(=O)N/N=C\C23CC[C@@H](O)CC2(O)CC[C@@H]2[C@@H]3CCC3(C)C(C4=CC(=O)OC4)CCC23O)cc1 (stereo partly specified),11,-5.6%
CCNC(=S)Nc1ccc(Cl)c(C(F)(F)F)c1,9,2.3%
CCOC(=O)Cn1c(=O)oc2cc(S(=O)(=O)Nc3ccc(F)cc3)ccc21,19,-0.9%
COc1ccc(OC)c2[nH]c(=O)c(CCNC(=O)c3ccc(S(=O)(=O)N4CCCC4)cc3)cc12,6,nt

# No new results follow: 6 of the compounds above.
SMILES,Mtb RmlCD inh,M. tuberculosis GlmU
CCc1cc2c(=O)[nH]c(Cc3ccc(OC)cc3)nc2s1,12,-4.9%
COC(=O)/C=C1/S/C(=N/NC(=O)c2ccccc2)NC1=O,nt,4.2%
O=C(CCC(=O)N(CC(=O)NC1CCCC1)Cc1ccc2c(c1)OCO2)Nc1nccs1,4,-0.9%
CN1CCN(C(=O)C2=C[C@H](c3csc4ccccc34)C[C@H](OCc3ccc(CO)cc3)O2)CC1,nt,-1.3%
c1ccc2sc(SCc3ccc(-c4nnco4)cc3)nc2c1,5,-2.5%
COc1cc(/C=N/NC(=O)c2ccc(O)cc2)ccc1OCC(=O)N1CC(C)OC(C)C1 (stereo unspecified),-13,4.6%

# (list continues)
SMILES,Mtb RmlCD inh,M. tuberculosis GlmU
O=C(CN1C(=O)C2C3C=CC(C3)C2C1=O)Nc1cccc(S(=O)(=O)N2CCCC2)c1 (stereo unspecified),0,1.7%
Cc1ccc2cccc(Oc3ncnc4scc(-c5ccc(Cl)cc5)c34)c2n1,-5,-2.5%
Cc1ccc(/C=N/NC(=O)CN2CCN(Cc3ccccc3)CC2)o1,nt,-4.8%
Cc1ccc(OCc2nnc(SCc3cc(=O)[nH]c4ccccc34)n2-c2ccccc2)cc1,-32,3.3%
Cc1cc2c(n1-c1ccc(Cl)cc1)CC(C)(C)CC2=O,-4,0.8%
O=c1cc(CSc2nnc(-c3cccnc3)n2-c2ccccc2F)nc2sccn12,5,6.2%
O=C(NCCCN1CCOCC1)C(=O)NCC1CCCO1 (stereo unspecified),-10,2.7%
COC(=O)C1=C(C)NC(C)=C(C(=O)OC)C1c1ccc(OC(=O)c2oc3ccccc3c2C)c(OC)c1,nt,-2.3%
O=C(COC(=O)/C=C/c1ccc(Cl)cc1Cl)NCc1ccco1,8,-0.1%
COc1ccc(NC(=S)N2CCC(C(=O)N3CCCCCC3)CC2)cc1,-2,4.3%
O=C(O)c1cc([N+](=O)[O-])c(NCCC2=CCCCC2)c([N+](=O)[O-])c1,7,-1.8%
CCCOc1ccc(/C=N/Nc2cccc([N+](=O)[O-])c2)c(O)c1,nt,-3.6%
CCOC(=O)c1cnn(-c2ccc([N+](=O)[O-])cc2)c1N,41,1.3%
O=c1oc2ccccc2c(Nc2cccc3ccccc23)c1[N+](=O)[O-],-6,3.9%
c1ccc2[nH]c(NCCCN3CCOCC3)nc2c1,nt,-0.3%
COc1ccccc1OCc1ccc(C(=O)NCC2CCCO2)o1 (stereo unspecified),-11,1.7%
Cc1n[nH]c(=O)nc1N1CCN(c2ccccc2)CC1,-3,6.1%
Cc1nc2c(Br)cc(Br)cc2cc1O,4,7.3%
Nn1c(C2COc3ccccc3O2)n[nH]c1=S (stereo unspecified),-12,0.1%
Oc1ccc2ccccc2c1C=Nc1cc(C(F)(F)F)ccc1N1CCCC1,4,-1.0%
Cc1ccc(-c2[nH]ncc2/C=N/n2c(C)nc3ccccc3c2=O)cc1,7,4.5%
Cc1ccc(S(=O)(=O)NCC(=O)OC2CCOC2=O)cc1 (stereo unspecified),nt,0.2%
Cc1ccc(S(=O)(=O)N2CCN(C(=O)CC(C)C)CC2)cc1,-4,3.5%
Cc1cc(C)n2cc(CSc3nc4cc(Cl)ccc4o3)nc2n1,-4,9.3%
COC(=O)c1nn(Cc2ccccc2)c(=O)c2ccccc12,-6,0.2%

# Additional structures follow:
SMILES,Mtb RmlCD inh,M. tuberculosis GlmU
CC(C)CNC(=O)NC(=O)COC(=O)c1cc(F)cc(F)c1,-14,-2.1%
COCCCC/C(=N\OCCN)c1ccc(C(F)(F)F)cc1,-13,-2.7%&5.7%&-3.7%
Brc1ccc(-c2csc3ncnc(-n4nnc5ccccc54)c23)cc1,nt,1.6%
COc1ccc(-n2nc(C(=O)NCC(=O)NCC3COc4ccccc4O3)c3ccccc3c2=O)c(OC)c1 (stereo unspecified),5,0.8%
Cc1nnc(NCc2ccco2)s1,23,0.6%
Cc1ccc(C(=O)CSc2ncnc3sc4c(c23)CCC(C)C4)cc1 (stereo unspecified),nt,0.8%
COC(=O)c1oc2ccc(Br)cc2c1-n1cccc1,nt,8.7%
CC(C)c1cccc(C(C)C)c1NC(=O)COC(=O)[C@H](C)NC(N)=O,nt,-2.6%
Cc1ccc(P(=Nc2ccccc2)(N2CCOCC2)N2CCOCC2)o1,33,3.0%
CC1COC(=O)C(NNc2ccc(Cl)c(Cl)c2)=N1 (stereo unspecified),4,-1.8%
Fc1ccc(N/N=C2/CC(c3ccccc3)Oc3ccccc32)c(F)c1 (stereo unspecified),-11,4.4%
O=C1CCN(C(=O)CNC(=O)Cc2ccccc2)CC1,nt,0.9%
Cc1ccc(C(=O)CSC2=C(C#N)C(c3ccco3)C3=C(CCCC3=O)N2)cc1 (stereo unspecified),9,-0.9%
O=C(CCc1nc(-c2ccccc2)no1)N1CCCC1,nt,1.0%
O=c1c2ccsc2ncn1Cc1ccc(Cl)cc1,nt,-0.9%

# Full records, quoted from the list:
# COCCCC/C(=N\OCCN)c1ccc(C(F)(F)F)cc1 is listed as Mtb RmlCD inh: -13; M. tuberculosis GlmU: -2.7%&5.7%&-3.7%
# O=C1CCN(C(=O)CNC(=O)Cc2ccccc2)CC1 is listed as Mtb RmlCD inh: nt; M. tuberculosis GlmU: 0.9%

# These rows are one share of the data; count on the stated rates, not on these rows.
